Screening data deposited in PubChem by several laboratories.
MrgX1 allo act – positive allosteric modulators of MrgX1, primary screen, HEK293 cells, Fluo-4 calcium flux. FDSS; active compounds read high. B-score at 10 µM. 0.63% of 310,000 active;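 active = plate-corrected calcium response at least 3 library SD above typical, normal starting fluorescence, not activating the receptor alone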;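 note: compound read alongside a low EC10 to EC30 dose of BAM8-22 agonist; peak minus trough fluorescence over baseline measured at the second addition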
Target sequence (Q96LB2 whole entry, looked up): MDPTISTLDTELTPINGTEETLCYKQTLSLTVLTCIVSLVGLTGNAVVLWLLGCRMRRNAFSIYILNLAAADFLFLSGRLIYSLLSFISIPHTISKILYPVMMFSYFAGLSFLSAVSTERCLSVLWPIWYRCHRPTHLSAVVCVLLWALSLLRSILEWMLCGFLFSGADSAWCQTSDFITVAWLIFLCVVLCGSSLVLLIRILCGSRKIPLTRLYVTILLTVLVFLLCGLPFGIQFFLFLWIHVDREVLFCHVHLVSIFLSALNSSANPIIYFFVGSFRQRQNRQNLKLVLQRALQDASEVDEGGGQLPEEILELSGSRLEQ
TRPC4 potent – positive allosteric modulators of TRPC4, primary screen, cell-based, mouse TRPC4beta, HEK293 mu-opioid, Fluo-4 calcium. 0.42% of 310,000 active. DAMGO EC20, Fluo-4 Ca2+ flux; active compounds read high. B-score at 10 µM;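 active = B-score of calcium response area above 5 SD of library B-scores, with initial fluorescence ratio within 5 SD of library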;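 note: B-score of integrated fluorescence ratio over time as area under calcium response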
TRPC6 activator – mouse TRPC6 channel activators, primary screen, cell-based, HEK293, membrane potential dye; Short transient receptor potential channel 6 (Mus musculus), Q61143; B-score at 10 µM; AID 2550, 2010; HEK293-TRPC6 membrane potential dye fluorescence; active compounds read high; 0.13% of 310,000 active;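 active = B-score of the integrated fluorescence ratio above library mean plus 3 SD, and starting fluorescence ratio within library mean plus 5 SD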;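 note: higher score means more depolarization so channel activation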
PolyA inhibitor – polyadenylation inhibitors in yeast reporter cells, primary screen, luminescence, S. cerevisiae; S. cerevisiae SKY197-pL101 polyadenylation reporter, beta-gal luminescence; efflux-impaired pdr1/pdr3 knockout yeast; score 100 = 6 SD above DMSO; calls only at 12 µM; 0.02% of 300,000 active;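 active = lowest replicate activity score at least 50, where 100 means six control SD above control mean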;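 note: yeast exposed to compound for 9 h at 30 °C; higher score means more reporter readthrough which indicates perturbed polyadenylation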
TRPC6 inh – mouse TRPC6 channel inhibitors, primary screen, cell-based, HEK293, membrane potential dye; Short transient receptor potential channel 6 (Mus musculus), Q61143; ACh-evoked depolarization; active compounds read low; B-score at 10 µM; 1.1% of 310,000 active; AID 2553, 2010;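 active = B-score under library mean minus 3 SD, initial fluorescence not abnormally high, positive integrated signal ratio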;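 note: B-score derived from integrated fluorescence ratio over the kinetic read; more negative B-score means stronger inhibition of depolarization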
TRPC4 inh – inhibitors of mouse TRPC4 channel, primary screen, Fluo4 calcium, HEK293 TRPC4beta/mu-opioid cells. B-score at 10 µM. DAMGO-evoked Fluo4 calcium flux; active compounds read low. Short transient receptor potential channel 4 (Mus musculus), Q9QUQ5. 0.39% of 300,000 active;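 active = B-score over 3 SD under the library average, no early fluorescence shift, positive overall ratio signal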
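Signal: kinetic Fluo4 fluorescence imaging of calcium influx. Material: stable TRPC4beta/mu-opioid receptor HEK293 cells. Probe or stimulus: DAMGO in two steps, submaximal then maximal.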
MrgX1 antagonist – antagonists of human MrgX1 receptor, primary screen, HEK293 cells, Fluo-4 calcium flux; Mas-related G-protein coupled receptor member X1 (Homo sapiens), Q96LB2; BAM8-22 antagonism; active compounds read low; B-score at 10 µM; 1.3% of 310,000 active;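 active = calcium-response B-score plate-corrected more than 3 library SD below zero, starting fluorescence within 5 deviations, no agonist response on first addition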;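 note: peak minus trough fluorescence over baseline after final BAM8-22 challenge near maximal dose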
AI-2 QS mod – Vibrio harveyi AI-2 quorum sensing modulators, primary screen, JMH597 strain, luminescence/OD600 ratio | Vibrio harveyi JMH597 AI-2 luminescence/OD600 ratio, 9 h; active compounds read low; strain lacks LuxN and CqsS sensors; 0 = neutral-control median | AID 2094, 2009 | 0.4% of 300,000 active | activity change, % at 7.5 µM; in the data active = activity change below about -75%, passing the limit was not always enough;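 note: luminescence divided by OD600 gain over 9 h not by final OD600 alone; inactives centre near 13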
TRPC4 act – activators of mouse TRPC4 channel, primary screen, Fluo4 calcium, HEK293 TRPC4beta/mu-opioid cells; Short transient receptor potential channel 4 (Mus musculus), Q9QUQ5; Fluo4 calcium fluorescence; active compounds read high; B-score at 10 µM; 0.49% of 310,000 active; AID 2237, 2010;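 active = B-score above 5 SD of library B-scores, and initial fluorescence ratio not above library mean plus 5 SD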;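 note: positive B-score marks a calcium rise read as TRPC4 activation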
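system = HEK293 cells stably co-expressing mouse TRPC4beta and mu-opioid receptor | schedule = Fluo4 dye loading 45 min at room temperature, 110 s recording | measure = B-scored integrated calcium fluorescence ratio | signal = Fluo4 calcium-sensitive dye fluorescence, kinetic, 1 Hz baseline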
HIF activator – HIF pathway transcriptional activators, primary screen, cell-based, U2OS HRE-luciferase, luminescence; U2OS HRE-luciferase reporter; normalized: DMSO 0%, desferrioxamine 100%; activation, % at 7.5 µM (by protocol); 0.32% of 300,000 active;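 active = mean activation of at least 10% of the iron chelator positive control signal, with at least half of replicates also reaching 10%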
MrgX1 ag – agonists of human MrgX1 receptor, primary screen, HEK293 cells, Fluo-4 calcium flux | 0.44% of 310,000 active | Mas-related G-protein coupled receptor member X1 (Homo sapiens), Q96LB2 | Fluo-4 calcium fluorescence, agonist mode; active compounds read high | B-score at 10 µM;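 active = calcium response B-score plate-corrected fluorescence ratio at least 3 library SD, with starting fluorescence B-score inside 5 SD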
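times = overnight plating, then 30 min 37 °C plus 30 min room-temperature dye loading | assay system = stable human MrgX1 HEK293 cell line | input = fifteen thousand cells per well | signal = kinetic calcium dye fluorescence, Fluo-4 NW | dosing = compound delivered in addition one of three | read-out = B-scored fluorescence response ratio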
The depositor's hits bear a star; i = inactive; . = not tested or not shown. Only part of the results is shown (hit frequency here may not be typical).

SMILES	MrgX1 allo act	TRPC4 potent	TRPC6 activator	PolyA inhibitor	TRPC6 inh	TRPC4 inh	MrgX1 antagonist	AI-2 QS mod	TRPC4 act	HIF activator	MrgX1 ag
Cc1nn(C)cc1CNC(=O)c1cc2n(n1)C(C(F)(F)F)CC(c1cccs1)N2 (stereo unspecified)	i	i	i	i	i	i	i	7	i	.	i
CCOC(=O)c1sc(NC(=O)CCN2CCOCC2)c(C(=O)OCC)c1C	i	i	i	i	i	i	i	6	i	-2.3	i
O=C(Nc1ccccc1)C1C(c2ccccc2)C1(Cl)Cl (stereo unspecified)	i	i	i	i	i	i	i	4	i	0.4	i
O=C1C=C(NCC2CCCO2)C2(CCCCC2)O1 (stereo unspecified)	i	i	i	.	i	i	i	-2	i	0.0	i
CC(NC(=O)C1c2ccccc2Oc2ccccc21)C1CCCO1 (stereo unspecified)	i	i	i	i	i	i	i	24	i	-0.7	i
COc1ccc(OCC(=O)Nc2c3c(nn2C(C)(C)C)CS(=O)(=O)C3)cc1	i	i	i	i	i	i	i	38	i	0.0	i
COc1cc(OC)c(C(=O)Nc2cccc(C(C)=O)c2)cc1OC	i	i	i	i	i	i	i	19	i	1.6	i
Cc1ccc(Oc2nc(-c3ccccc3)ncc2S(C)(=O)=O)cc1	i	i	i	i	i	i	i	8	i	-0.5	i
C=CCN=C1S/C(=C\c2ccc(N(C)C)cc2)C(=O)N1CC=C	i	i	i	i	i	i	i	22	i	-0.2	i
O=[N+]([O-])c1ccc(N2CCOCC2)cc1SCc1ccco1	i	i	i	i	i	i	i	15	i	0.1	i
C=CCN1C(=O)c2ccc(C(=O)N(CC)CC(=O)Nc3ccc(OC)cc3)cc2C1=O	i	i	i	i	i	i	i	13	i	-0.2	i
COc1ccc(C2C(C(=O)Nc3cc(OC)c(OC)c(OC)c3)c3ccccc3C(=O)N2C)cc1 (stereo unspecified)	i	i	i	i	i	i	i	41	i	-0.6	i
CCC(CC)c1nc2ccccc2c(=O)[nH]1	i	i	i	i	i	i	i	4	i	-0.2	i
COc1c(Br)cc(Br)cc1/C=N/NC(=O)c1ccncc1	i	i	i	i	i	i	i	4	i	-1.2	i
O=C(/C=C/c1ccc(-c2ccccc2[N+](=O)[O-])o1)c1ccc(F)cc1	i	i	i	i	i	i	i	3	i	0.4	i
COc1ccc2nc3c(cc2c1)c(NC(=O)CC(C)C)nn3CC(C)C	i	i	i	i	i	i	i	4	i	-2.0	i
COc1cc2c(cc1OC)CN(C(=O)CCCN1C(=O)c3ccccc3C1=O)CC2	i	i	i	i	i	i	i	14	i	-0.1	i
COc1cccc(NC2=C(NCCO)C(=O)c3ccccc3C2=O)c1	i	i	i	i	i	i	i	27	i	0.7	i
Cc1ccc(F)cc1NC(=O)c1cnccn1	i	i	i	i	i	i	i	10	i	-0.5	i
O=C1CCCN1C(=O)COc1ccc([N+](=O)[O-])cc1	i	i	i	i	i	i	i	18	i	1.7	i

An excerpt from above with just TRPC6 inh:
| compound | TRPC6 inh |
| --- | --- |
| C=CCN=C1S/C(=C\c2ccc(N(C)C)cc2)C(=O)N1CC=C | i |
| O=[N+]([O-])c1ccc(N2CCOCC2)cc1SCc1ccco1 | i |
| C=CCN1C(=O)c2ccc(C(=O)N(CC)CC(=O)Nc3ccc(OC)cc3)cc2C1=O | i |

(more compounds)
SMILES	MrgX1 allo act	TRPC4 potent	TRPC6 activator	PolyA inhibitor	TRPC6 inh	TRPC4 inh	MrgX1 antagonist	AI-2 QS mod	TRPC4 act	HIF activator	MrgX1 ag
CCn1cc(CN2CCC(C(=O)Nc3cccc(-c4cccc(Cl)c4)c3)CC2)c(C)n1	i	i	i	i	i	i	i	0	i	-0.3	i
CC1(C)CC(=O)C2=C(C1)Nc1cc3c(cc1C2c1ccc(F)cc1)OCO3 (stereo unspecified)	i	i	i	i	i	i	i	6	i	0.6	i
Cc1ccc[n+](CC(=O)c2ccccc2)c1	i	i	i	i	i	i	i	21	i	-2.6	i
O=C1CCCC2=C1C(c1cccc(Br)c1)n1nc(-c3ccco3)nc1N2 (stereo unspecified)	i	i	i	i	i	i	i	4	i	-0.3	i
O=S(=O)(Nc1nccs1)c1ccc(NS(=O)(=O)c2cccs2)cc1	i	i	i	i	i	i	i	1	i	-0.4	i
CS(=O)(=O)N1CCN(C(=O)COc2ccc3ccccc3c2)CC1	i	i	i	i	i	i	i	7	i	-0.2	i
COCCCNC(=O)Cc1c(C)c2c(cc(C)c3c(C(C)(C)C)coc32)oc1=O	i	i	i	i	i	i	i	16	i	1.2	i
CC(C)c1ccc(C2CC(=O)c3cnc(N4CCc5ccccc5C4)nc3C2)cc1 (stereo unspecified)	i	i	i	i	i	i	i	15	i	0.5	i
O=C1CCN(C(=S)NCc2ccccc2)CC1	i	i	i	i	i	i	i	1	i	-0.7	i
O=C(COc1ccc(Cl)cc1[N+](=O)[O-])N1CCCCCC1	i	i	i	i	i	i	i	5	i	1.5	i
O=C(O)Cc1ccc(NC(=S)Nc2cccc(Cl)c2Cl)cc1	i	i	i	i	i	i	i	10	i	-0.1	i
Cc1cccc(N2CCN(CCCNC(=O)c3ccc(NC(=O)C4=CSCCO4)cc3)CC2C)c1 (stereo unspecified)	i	i	i	i	i	i	i	3	i	-0.7	i
CCN(CC)C(=O)Oc1cc2c(-c3cc4cccc(OC)c4o3)cc(=O)oc2cc1C	i	i	i	i	i	i	i	11	i	0.0	i
COc1ccc(N(CC(=O)NCC2CCCO2)S(=O)(=O)c2ccc(C)cc2)cc1OC (stereo unspecified)	i	i	i	i	i	i	i	40	i	-0.1	i
CCCCN(CC)c1nc(N)c(C#N)c(CC#N)c1C#N	i	i	i	i	i	i	i	20	i	1.0	i
COc1ccc(CN2CCN(c3ncccn3)CC2)c(C)c1C	i	i	i	i	i	i	i	16	i	-1.3	i
O=C(NNS(=O)(=O)c1ccc(F)cc1)C1CCCCC1	i	i	i	i	i	i	i	10	i	-0.3	i
O=C(Nc1nc(-c2ccc(Cl)s2)cs1)c1ccccc1	i	i	i	.	i	i	i	-6	i	2.0	i
Cc1ccc(S(=O)(=O)NCc2ccc(N3CCN(C(=O)OC(C)(C)C)CC3)cc2)cc1	i	i	i	i	i	i	i	0	i	-0.3	i
O=C(Nc1ccc(Cl)cc1)N1CCN(c2ccccc2)CC1	i	i	i	i	i	i	i	-5	i	0.7	i
COc1cccc(N2CCN(Cc3nc(N)nc(N4CCCc5ccccc54)n3)CC2)c1	i	i	i	i	i	i	i	8	i	-0.4	i
COc1ccc(-n2c(=S)[nH]c3cc(C(=O)NCc4ccccc4)ccc3c2=O)c(OC)c1	i	i	i	i	i	i	i	7	i	0.2	i
CC1(C)CC(=O)c2sc(NS(=O)(=O)c3ccc(Br)cc3)nc2C1	13*	i	i	.	i	i	i	5	i	-0.7	i
CC1CCN(C(=O)CSc2nc3c(c(=O)n2C)SCC3)CC1	i	i	i	i	i	i	i	12	i	0.1	i
c1ccc(N/N=C(\Cc2ncc[nH]2)c2ccccc2)cc1	i	i	i	i	i	i	i	34	i	1.2	i
CC(=O)n1nc(-c2cccc(C)c2)nc1SCC(=O)Nc1ccccc1	i	i	i	i	i	i	i	21	i	-0.1	i
O=C(Nc1c(C(=O)O)[nH]c2ccccc12)NC1CCCCC1	i	i	i	i	i	i	i	28	i	0.3	i
CC(=O)Nc1ccc(NC(=O)COc2c(C)cc(Br)cc2C)cc1	i	i	i	i	i	i	i	11	i	0.4	i
Cc1cccc(C(=O)Nc2nnc(S(=O)(=O)N3CCCCCC3)s2)c1	i	i	i	i	i	i	i	18	i	0.2	i
O=C(NC1CCN(Cc2nnnn2CCc2ccccc2)CC1)c1ccccc1F	i	i	i	i	i	i	i	13	i	-0.2	i
Cc1cc(C)n(CC(O)COc2cccc(OCC(O)Cn3nc(C)cc3C)c2)n1 (stereo unspecified)	i	i	i	i	i	i	i	0	i	-0.2	i
CN1CC(=O)N2[C@H](c3ccc4c(c3)OCO4)c3[nH]c4ccccc4c3C[C@@H]2C1=O	i	i	i	i	i	i	i	12	i	-0.3	i
CC(=O)c1cccc(NC(=O)Cn2nc(-c3ccc(Cl)cc3)ccc2=O)c1	i	i	i	i	i	i	i	2	i	-0.6	i
COc1ccc(OC)c(C2CC(c3c(-c4ccccc4)c4cc(Cl)ccc4[nH]c3=O)=NN2S(C)(=O)=O)c1 (stereo unspecified)	i	i	i	i	i	i	i	27	i	-0.2	i
CSc1nc2ccsc2c(=O)n1-c1ccccc1	i	i	i	i	i	i	i	18	i	-0.7	i
CCCS(=O)(=O)N1CCC(C(=O)N2CCC(Cc3ccccc3)CC2)CC1	i	i	i	i	i	i	i	13	i	0.1	i
CCOc1ccc(N(CC(=O)Nc2cccc(N(C)S(C)(=O)=O)c2)S(=O)(=O)c2ccccc2)cc1	i	i	i	i	i	i	i	26	i	-0.5	i
Cc1ccc(C2=NC(C(F)(F)F)(C(F)(F)F)c3c(n(-c4ccc(F)cc4)c(=O)[nH]c3=O)N2)cc1	i	12*	i	i	i	i	i	3	i	-0.4	i
C=CCn1c(O)c(N=NC(=S)Nc2ccccc2F)c2ccccc21	i	i	i	i	i	i	i	-10	i	0.2	i
CCN1CCN(S(=O)(=O)c2ccc(Cl)c(C(=O)N(CC)CC(=O)Nc3ccc(OC)cc3)c2)CC1	i	i	i	.	i	i	i	20	i	-0.5	i
